Screening results (PubChem)
Ba/F3 V617F tox: reduced viability of JAK2V617F-dependent Ba/F3 cells, primary screen, JAK2V617F inhibitor project, cell-based, Ba/F3 EpoR-JAK2V617F, luminescence | 220,000 tested, 1.1% active | ATP luminescence | inhibition, % at 5.6 µM;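 active = inhibition above the campaign mean plus 3 SD over all tested compounds, cut at about 24% in these data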;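 note: cytokine-independent growth of Ba/F3 cells driven by EpoR plus mutant JAK2; 0% = DMSO-treated cells and 100% = JAK inhibitor I control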
CHOP inhibitor: inhibitors of CHOP promoter induction, primary screen, cell-based, unfolded protein response, luciferase reporter. CHO-K1 CHOP-promoter luciferase, tunicamycin-induced, 15-18 h. inhibition, % at 10 µM. 220,000 tested, 3.8% active. AID 2732, 2010;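 active = compounds that reduced the stress-induced luciferase reporter signal by more than about 70% of percent inhibition, limit read from the data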;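 note: 0% = tunicamycin plus vehicle and 100% = wells without tunicamycin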
Wee1 stabilizer: Wee1 degradation inhibitors, primary screen, cell-based, HeLa, Wee1K328M-luciferase, luminescence; Wee1-like protein kinase (Homo sapiens), P30291; HeLa Luc-Wee1K328M stability; 100% = proteasome inhibitor MG132 effect; reporter increase, % at 5 µM; 220,000 tested, 1.2% active; AID 1321, 2008;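 active = activation above the mean of all tested compounds plus 3 SD, set per screening run, cut at about 8.8% in these data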;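 note: cells exposed to compound for 20 h before luminescence read; 0% = DMSO alone and 100% = MG132 at 30 µM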
BaF3 parental: parental Ba/F3 cell viability inhibition, counter-screen for JAK2V617F inhibitor project, murine pro-B, CellTiter-Glo luminescence | CellTiter-Glo ATP luminescence | inhibition, % at 5.6 µM | 220,000 tested, 1.1% active;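 active = inhibition above a per-campaign cutoff, the mean inhibition of all tested compounds plus 3 SD, cut at about 27% in these data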;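 note: 0% = DMSO wells and 100% = JAK Inhibitor I control wells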
RBBP9 inh: human RBBP9 inhibitors, primary screen, biochemical, fluorescence polarization, FP-Rh probe, HTS; 220,000 tested, 0.2% active; Serine hydrolase RBBP9 (Homo sapiens), O75884; AID 1515, 2009; recombinant RBBP9; inhibition, % at 7.94 µM;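 active = inhibition above the campaign mean of all tested compounds plus 3 SD, cut at about 14% in these data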;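 note: plate controls were DMSO wells with RBBP9 for no effect and wells lacking RBBP9 protein for full effect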
Target sequence (O75884 whole entry, looked up): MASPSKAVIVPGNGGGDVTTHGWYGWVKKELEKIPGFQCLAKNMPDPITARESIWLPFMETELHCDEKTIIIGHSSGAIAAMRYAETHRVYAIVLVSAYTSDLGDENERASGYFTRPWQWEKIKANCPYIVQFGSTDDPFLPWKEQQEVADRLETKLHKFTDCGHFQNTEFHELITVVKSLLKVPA
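Measured by – fluorescence polarization · Test system – RBBP9 protein · Input – 2.5 µM RBBP9 dispensing solution, before mixing · Measure – percent inhibition from mP, scaled between DMSO and no-protein wells · Benchmarks – DMSO-treated enzyme wells and wells lacking RBBP9 · Times – preincubation 30 min plus labeling 45 min at 25 °C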
TRPN1 ag: zebrafish TRPN1 channel agonists, primary screen, cell-based, HEK293, calcium fluorescence | transient receptor potential cation channel N1 (TRPN1/NompC), Danio rerio | HEK293 zebrafish TRPN1-YFP, Fluo-8 calcium fluorescence; 100% = response to 87 µM carbachol | activation, % at 3 µM | 220,000 tested, 0.18% active | AID 1424, 2008;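 active = activation above its plate's cutoff, the mean activation of test wells on that plate plus 3 SD, cut at about 19% in these data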;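 note: 0% = DMSO alone and 100% = 87 µM carbachol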
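Material: zebrafish TRPN1-YFP in HEK293 cells; Doses: single test compound dose, 3 µM nominal, 0.3% DMSO; Timing: dye loading 1 h at 37 °C, then 30 min room temperature; Technique: intracellular calcium fluorescence with Fluo-8; Benchmarks: high carbachol 87 µM, low DMSO alone.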
TRPML3 ag: human TRPML3 channel agonists, primary screen, cell-based, HEK293 TRPML3-YFP, Fluo-8 calcium fluorescence, 3 µM | Mucolipin-3 (Homo sapiens), Q8TDD5 | 100% = the carbachol control signal | activation, % at 3 µM | 220,000 tested, 0.29% active;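 active = activation above its plate's cutoff, the mean activation of the plate's test wells plus 3 SD, cut at about 12% in these data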;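 note: 0% = DMSO only wells and 100% = carbachol wells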
Target sequence (Q8TDD5 whole entry, looked up): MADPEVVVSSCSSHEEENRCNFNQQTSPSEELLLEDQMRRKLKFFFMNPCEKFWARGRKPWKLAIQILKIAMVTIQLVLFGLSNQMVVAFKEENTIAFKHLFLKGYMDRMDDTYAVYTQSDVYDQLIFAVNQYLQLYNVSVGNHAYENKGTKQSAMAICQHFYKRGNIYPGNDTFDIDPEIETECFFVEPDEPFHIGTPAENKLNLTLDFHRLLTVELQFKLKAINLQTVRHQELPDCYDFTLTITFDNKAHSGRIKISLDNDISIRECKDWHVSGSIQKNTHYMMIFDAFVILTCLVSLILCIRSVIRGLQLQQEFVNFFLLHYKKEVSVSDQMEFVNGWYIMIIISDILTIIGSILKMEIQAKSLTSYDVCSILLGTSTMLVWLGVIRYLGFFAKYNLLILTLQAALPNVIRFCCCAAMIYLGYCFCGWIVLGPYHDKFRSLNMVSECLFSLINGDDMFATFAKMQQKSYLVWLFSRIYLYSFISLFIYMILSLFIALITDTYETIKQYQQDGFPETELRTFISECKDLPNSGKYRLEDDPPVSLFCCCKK
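Test system: TRPML3-YFP stable HEK293 cells. Doses: single point at 3 µM. Incubation: dye loading 1 h 37 °C then 30 min ambient, 125 s read. Signal: Fluo-8 calcium dye fluorescence, ex 470-495, em 515-575 nm. Measure: percent activation from peak-to-basal fluorescence ratio, scaled between DMSO and carbachol.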
PPC-1+TRAIL kill: compounds killing PPC-1 cancer cells with TRAIL present, primary screen, TRAIL potentiator project, ATPLite luminescence, uHTS. PPC-1 cells + TRAIL, ATPLite viability luminescence. cell killing (% activity), % at 4 µM. 220,000 tested, 0.41% active. AID 1443, 2008;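 active = cell killing above 50% in the first pass at 4 µM, then a duplicate retest at 5 µM averaging 50% or more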;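 note: plate controls were cells with TRAIL plus DMSO for no effect and medium-only wells lacking cells for full effect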
TNF necrop inh: inhibitors of TNF-alpha triggered necroptosis, primary screen, cell-based, Jurkat FADD-/-, single concentration | 220,000 tested, 0.068% active | activation (protection from cell death), % at 10 µM | Jurkat FADD-/- TNF necroptosis rescue, ATP luminescence, 24 h; 0 = TNF only, 100 = no-TNF cells | AID 463075, 2010;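 active = activation, meaning protection from cell death, of at least 50% relative to plate controls; inactive = activation below 50%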;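 note: necroptosis triggered by 40 ng/mL TNF-alpha added together with compound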
* marks the source's active call; other numbers are inactive results; x = not tested or not shown.

#	mol	CHOP inhibitor	BaF3 parental	TNF necrop inh	Ba/F3 V617F tox	TRPML3 ag	TRPN1 ag	Wee1 stabilizer	RBBP9 inh	PPC-1+TRAIL kill
1	O=C(c1ccc(N2CCN(S(=O)(=O)c3ccccc3)CC2)c([N+](=O)[O-])c1)N1CCOCC1	12	6	1.2	-3	0.6	2.4	-1	1	15
2	C/C(=N\NC(=O)c1ccc(N/N=C(\C)c2ccncc2)cc1)c1ccncc1	8	9	-8.4	-1	0.4	-0.8	-3	-2	7
3	COc1cccc(/C=N/Nc2nc3ccccc3n3cnnc23)c1	8	5	-6.7	-1	0.6	1.3	0	4	19
4	O=C(CCCc1c[nH]c2ccccc12)Nc1ccc(S(=O)(=O)Nc2ncccn2)cc1	8	0	0.8	1	-0.9	-0.5	4	-6	14
5	O=C(NCCc1ccc2c(c1)OCCO2)c1ccc([N+](=O)[O-])cc1Cl	-6	8	-0.5	4	0.3	0.6	6	-4	17
6	CCN(CC)c1cc(C)c2cc(NC(=O)CNC(C)=O)ccc2n1	x	-1	0.4	-4	0.5	-1.0	-2	-1	9
7	Cc1cccc(Cn2cc(SCC(=O)Nc3nccs3)c3ccccc32)c1	36	7	-0.1	-2	0.6	1.1	2	-4	-3
8	CN1CCN(C(=S)Nc2ccccc2Cl)CC1	42	2	0.2	-2	0.2	-0.6	3	-5	-5
9	COc1ccc([N+](=O)[O-])cc1N(CC(O)CN(CC(C)C)CC(C)C)S(=O)(=O)c1ccc(C)cc1 (configuration not stated)	10	-1	-1.6	5	2.4	-1.3	-1	-5	26
10	COc1ccc(C(=O)NNC(=O)CSc2nnc(-c3ccc(O)cc3)n2C)cc1	9	2	-0.1	0	1.1	0.5	-2	-11	11
11	O=C(Nc1cccc(NS(=O)(=O)c2ccc(S(=O)(=O)NC3CC3)cc2)c1)c1ccccn1	27	5	1.1	0	0.1	1.5	0	-4	-2
12	COc1ccc(S(=O)(=O)N(CC(=O)NC2CC2)c2ccc(C)cc2)cc1OC	5	10	-2.2	5	0.1	0.6	3	6	-2
13	O=C(O)COc1ccc(/C=C/c2nc3ccc([N+](=O)[O-])cc3s2)cc1	-17	-6	-1.1	-3	0.9	-0.1	4	0	-14
14	CCOC(=O)N1CCC(NC(=O)c2cc3c(-c4cccc(OC)c4)nn(C)c3s2)CC1	11	1	-2.1	-1	0.6	1.1	0	8	1
15	C=CCn1c(=O)n2ncnc2c2c3c(sc21)CCCC3	-8	5	-2.2	4	-1.0	-1.6	-1	-10	14
16	COCCn1c(SCC(=O)N(C(C)C)C(C)C)nnc1-c1cc2ccccc2cc1O	58	7	-0.7	2	1.1	0.6	2	-6	1
17	COC(=O)C1C(c2ccc(Br)cc2)Nc2nnc(C(F)(F)F)n2C1(C)O (configuration not stated)	-1	2	0.2	-1	-0.8	1.1	3	-5	8
18	O=C(CSc1nc2ccccc2s1)N/N=C/c1cc([N+](=O)[O-])ccc1O	-14	0	-2.9	1	-0.2	0.9	2	-12	7
19	CCCCN(C(=O)NC(=O)Nc1ccccc1C)S(C)(=O)=O	20	-1	-2.0	-2	1.1	1.3	29*	-11	-7
20	CC(=O)Nc1ccc(OCC(=O)N2CCC(Cc3ccccc3)CC2)cc1	20	9	1.1	7	1.8	2.3	-1	-6	15
21	Cc1ccc(OC(=O)Cn2c(C(F)(F)F)nc3ccccc32)cc1	49	-2	-7.5	1	0.5	1.6	-3	-5	-7
22	CCCCSc1nc2[nH]ncc2c(=O)[nH]1	2	2	-0.5	2	0.3	-0.3	-2	-1	20
23	O=C(CN(C(=O)c1csnn1)c1cccc2c1CCCC2)NC1CCCC1	24	8	-1.1	-1	0.0	1.7	-2	-4	x
24	COCC(=O)N(Cc1cc2ccc(C)cc2[nH]c1=O)c1ccc(OC)cc1	-22	2	-0.2	-4	1.1	1.1	7	-2	35
25	Cc1ccc(S(=O)(=O)N2CCC(=O)N(CCOCc3cccc(Cl)c3)CC2)cc1	19	11	0.6	0	2.4	0.8	2	-6	4

The results go on:
#	mol	CHOP inhibitor	BaF3 parental	TNF necrop inh	Ba/F3 V617F tox	TRPML3 ag	TRPN1 ag	Wee1 stabilizer	RBBP9 inh	PPC-1+TRAIL kill
26	CC1CSc2nnc(CCc3ccccc3)n21 (configuration not stated)	2	0	1.4	-4	0.7	0.4	0	-2	-7
27	COc1ccccc1/C(C)=N/NC(=S)NCc1ccccc1	24	-1	0.2	-3	-0.1	-1.1	0	-5	-5
28	Cc1csc(=O)n1CCC(=O)O	19	3	0.5	-3	0.2	1.4	-2	-2	1
29	COC(=O)[C@H](C)NC(=O)Nc1cc(Cl)ccc1C	-15	2	-1.3	1	0.9	0.2	0	-5	-10
30	N#Cc1c(NC(=O)C2C3C=CC(C3)C2C(=O)O)sc2c1CCCCC2 (configuration not stated)	33	1	0.0	-5	2.0	2.5	-2	1	9
31	Cc1cc(Nc2nnnn2-c2ccccc2)n(-c2ccccc2)n1	14	5	-0.5	-1	-1.2	0.8	-2	-5	-10
32	O=C(O)CCC(=O)NNC(=O)c1cccc(Br)c1	14	2	1.7	-1	0.8	0.7	-2	-2	-1
33	O=C(Nc1nnc(CCS(=O)(=O)c2ccc3ccccc3c2)s1)c1cccs1	32	7	1.5	3	0.7	0.6	1	-6	-4
34	CCOC(=O)C1=C(C)NC(=O)C1CC(=O)Nc1ccccc1 (configuration not stated)	-22	-1	-2.0	-3	0.2	-0.3	-1	-3	11
35	CN(C)CC(=O)N1c2ccccc2Sc2ccc(Cl)cc21	-1	7	0.5	0	0.4	-0.7	-2	-2	-4
36	O=C(CNC(=O)c1ccc(S(=O)(=O)N2CCCC2)cc1)N/N=C/c1ccccc1	24	3	3.7	-4	-0.1	-0.7	-1	-3	16
37	CCOc1ccc(C=NC23CN4CN(CN(C4)C2)C3)cc1	-3	5	-0.2	0	0.0	1.2	0	-7	3
38	CCOC(=O)C1(CC2CCCCO2)CCN(Cc2cccnc2)CC1 (configuration not stated)	12	4	-0.7	-2	1.0	0.0	0	0	15
39	COc1cc([N+](=O)[O-])c(OC)cc1SCc1n[nH]c(=S)n1-c1ccc(C)cc1	-22	1	1.2	0	0.9	2.3	-1	-8	-3
40	O=C(COC(=O)c1ccc2c(c1)OCCO2)Nc1cccc(S(=O)(=O)N2CCOCC2)c1	13	5	1.7	-2	0.3	0.8	-1	0	6
41	O=C(Nc1ccccc1-c1nnn(CC(=O)N2CCCc3ccccc32)n1)c1cccc(Cl)c1	x	0	-1.4	-3	0.9	1.4	1	3	x
42	CCOP(=O)(O)c1ccccc1OCCCCCOc1ccccc1P(=O)(O)OCC	-13	-3	1.1	-1	0.6	0.0	-2	-6	12
43	Cc1cccc(C)c1NC(=O)Nc1ccccc1-n1ccnc1	-8	12	-0.2	5	0.5	0.1	0	-1	3
44	O=S(=O)(NC1CC1)c1ccc(S(=O)(=O)N2CCCc3ccccc32)cc1	73*	6	-0.9	3	1.3	7.2	-1	-4	0
45	COc1ccc(NC(C)=O)cc1NC(=O)CSc1nnc(-c2cccnc2)n1C	16	2	0.8	-4	1.0	-0.3	4	-6	4
46	O=C(CCc1nc(-c2ccccc2F)no1)NCCc1ccccc1Cl	24	2	-1.5	-2	-0.1	-0.6	-1	-5	21
47	OC(CNCCC(c1ccccc1)c1ccccc1)COc1ccccc1 (configuration not stated)	74*	-3	4.4	-3	1.6	2.5	0	-3	3
48	COc1ccccc1NC(=O)CN(c1ccc(C23CC4CC(CC(C4)C2)C3)cc1)S(C)(=O)=O	50	7	3.3	1	0.4	0.6	-2	-11	-2
49	CCOc1ccc(N(Cc2ccccc2F)C2=NC3CS(=O)(=O)CC3S2)cc1 (configuration not stated)	-14	-1	-2.5	3	-0.2	0.4	-1	-7	12
50	COc1ccc(N2CCN(c3nc(NCCc4ccc(OC)c(OC)c4)nc(OC)n3)CC2)cc1	50	4	-10	0	-0.1	0.1	-1	-7	-2

The list continues.
#	mol	CHOP inhibitor	BaF3 parental	TNF necrop inh	Ba/F3 V617F tox	TRPML3 ag	TRPN1 ag	Wee1 stabilizer	RBBP9 inh	PPC-1+TRAIL kill
51	O=C(O)c1cccc(NN=C2c3ccccc3-c3ccccc32)c1	14	7	-0.7	0	-0.4	-2.4	-2	3	7
52	O=C(NCCc1ccccn1)c1cc(C(=O)C2CCCCC2)c[nH]1	-11	0	-1.0	-5	-0.2	-0.1	4	0	2
53	CC(NC(=O)c1ccccc1F)C(=O)O (configuration not stated)	1	7	-0.2	-1	0.7	1.7	-2	-3	22
54	Cc1ccsc1C(=O)N1CCC(N2CCC(C(=O)NCC3CCCO3)CC2)CC1 (configuration not stated)	-6	9	0.6	1	1.0	1.0	-2	2	-7
55	O=C(Nc1ccc(O)cc1C(=O)O)c1ccc2c(c1)C(=O)N(Cc1ccco1)C2=O	-3	-2	-0.1	-3	-1.5	-1.0	-1	1	6
56	O=c1[nH]c2cc3c(cc2cc1CN(Cc1cccnc1)C(=S)NCc1ccco1)OCCO3	-4	14	-1.6	0	-0.1	0.9	1	0	15
57	O=C(NC1CCCCC1)C(c1ccccc1)N(C(=O)c1cccs1)c1ccc2c(c1)OCO2 (configuration not stated)	37	2	-7.3	1	0.2	-0.6	-1	-3	6
58	O=C(N/N=C/c1ccc([N+](=O)[O-])cc1)c1ccc(COc2ccccc2-c2ccccc2)cc1	5	1	3.0	-2	0.7	0.2	-1	-8	11
59	N#Cc1c2n(c3c(=O)n(Cc4ccc(Cl)cc4)cnc13)CCCCC2	-4	2	0.3	-2	-0.8	2.8	1	-5	10
60	COc1ccc(-n2cc(CNC(C)c3ccncn3)c(-c3cccc(F)c3)n2)cc1 (configuration not stated)	37	3	1.0	0	0.8	0.8	2	-3	x
61	CC(=O)N1CCc2cc(S(=O)(=O)NCCC(=O)NCCc3ccc(C)cc3)ccc21	27	8	-3.8	-2	2.2	1.0	4	-2	4
62	COc1ccc(/C=N/Nc2nc(N3CCCC3)nc(N3CCCC3)n2)c(OC)c1OC	-9	5	2.2	0	0.0	0.9	4	-2	3
